High-throughput results as filed in PubChem.
V-ATPase pH – yeast V-ATPase proton transport regulation by pHLuorin. hit rate 0.37% among 350,000. AID 504577. S. cerevisiae, pHLuorin cytosolic pH fluorescence. response, % at 10 µM; in the data active = response mostly above about 7.3%, no sharp cut-off; inactive = mostly below about 5.4%; also: actives read high; inactives centre near 0; some compounds called inactive have numbers as strong as hits; reference of the scale not given here
DAGLB inhibitor – diacylglycerol lipase beta (human) inhibition. Q8NCG7. HEK293T DAGLB membrane lysate, EnzChek fluorogenic substrate. inhibition, % at 5.17 µM. hit rate 0.059% among 340,000; in the data active = inhibition above about 34%;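 also: 0% = enzyme with vehicle and 100% = wells lacking enzyme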
HTR5A ag – counter-screen for OPRM1-OPRD1 agonists: human HTR5A agonism; AID 504692; activation, % at 9.3 µM; HTR5A agonist assay, luminescence, cell-based; P47898; hit rate 0.61% among 340,000; in the data active = activation mostly above about 9.5%, no sharp cut-off; inactive = mostly below about 7.6%;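 also: 0% = cells with vehicle only and 100% = reference agonist; strong numbers were not always called active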
MOR-DOR inv ag – inverse agonist of human OPRM1-OPRD1 heterodimerization; cell-based MOR-DOR heterodimer luminescence, inverse agonism; P35372+P41143; inhibition, % at 9.3 µM; hit rate 0.21% among 340,000; AID 504357; in the data active = inhibition above about 22%, passing the limit was not always enough;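 also: 0% = cells with DMSO and 100% = wells without cells with DMSO; values of inactives mirror those of a sister screen read the other way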
PKA-R2B act – activates the human PKA-R2B holoenzyme complex; P22694+P31323; PKA-R2B holoenzyme dissociation, Cy5-IP20 fluorescence polarization; R2B truncated from residue 108, S112A mutant; 0% DMSO only, 100% 113 µM cGMP; activation, % at 11.4 µM; hit rate 0.079% among 340,000; AID 504700;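 active = activation above a cutoff set at the mean over all compounds plus 3 SD, cut at about 18% in these data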;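 also: higher means more holoenzyme dissociation and a rise in polarization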
Pemphigus Ab inh – human desmoglein-3 autoantibody binding inhibition | P32926 | DSG3-coupled beads, scFv-anti-DSG3-GFP binding, flow cytometry; hits give low values | binding (percent of control), % at 10 µM | hit rate 0.48% among 310,000;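 active = binding more than 3 SD below its plate's average and above zero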;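 also: hits lower antibody fragment binding to DSG3; some compounds called inactive have numbers as strong as hits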
Target sequence (P32926 whole entry, looked up, the tested form may be a part): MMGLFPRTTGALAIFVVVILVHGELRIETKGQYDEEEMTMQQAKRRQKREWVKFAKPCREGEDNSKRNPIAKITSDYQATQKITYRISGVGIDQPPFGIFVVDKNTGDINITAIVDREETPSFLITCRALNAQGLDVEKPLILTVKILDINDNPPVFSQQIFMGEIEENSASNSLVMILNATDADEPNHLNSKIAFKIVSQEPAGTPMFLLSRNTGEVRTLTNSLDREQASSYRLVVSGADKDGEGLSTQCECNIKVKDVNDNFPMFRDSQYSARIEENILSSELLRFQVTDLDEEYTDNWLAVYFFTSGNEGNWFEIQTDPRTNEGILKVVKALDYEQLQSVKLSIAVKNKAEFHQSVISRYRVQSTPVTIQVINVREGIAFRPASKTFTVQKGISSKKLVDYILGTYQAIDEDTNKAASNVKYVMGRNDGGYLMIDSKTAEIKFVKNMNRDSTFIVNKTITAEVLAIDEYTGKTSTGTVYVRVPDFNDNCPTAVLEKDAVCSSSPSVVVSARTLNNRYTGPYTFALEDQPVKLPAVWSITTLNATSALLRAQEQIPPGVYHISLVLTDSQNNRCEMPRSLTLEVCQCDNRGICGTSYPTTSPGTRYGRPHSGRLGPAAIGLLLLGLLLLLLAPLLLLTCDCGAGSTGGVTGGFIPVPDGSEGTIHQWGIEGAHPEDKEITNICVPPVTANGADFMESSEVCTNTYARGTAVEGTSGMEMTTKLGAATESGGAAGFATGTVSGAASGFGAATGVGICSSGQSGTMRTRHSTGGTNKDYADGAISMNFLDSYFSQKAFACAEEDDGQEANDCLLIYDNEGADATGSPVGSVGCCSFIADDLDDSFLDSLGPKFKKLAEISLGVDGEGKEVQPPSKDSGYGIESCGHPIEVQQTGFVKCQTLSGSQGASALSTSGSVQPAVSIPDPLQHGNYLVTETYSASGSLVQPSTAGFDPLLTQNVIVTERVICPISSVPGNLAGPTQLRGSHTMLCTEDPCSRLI
PKA-R1A act – activates the PKA-R1A holoenzyme complex; P00514+P68181; PKA-R1A dissociation, Cy5-IP20 fluorescence polarization; scaled: DMSO 0%, 113 µM cGMP 100%; activation, % at 11.4 µM; hit rate 0.083% among 340,000; AID 504707;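 active = percent activation above the mean of all tested compounds plus 3 SD, cut at about 19% in these data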;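 also: higher means more PKAc released from R1A so a rise in polarization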
HTR5A inv ctr – counter-screen for OPRM1-OPRD1 inverse agonists: human HTR5A inverse agonism; HTR5A cell line, luminescence; inhibition, % at 9.3 µM; P47898; hit rate 0.083% among 340,000; in the data active = inhibition mostly above about 23%, no sharp cut-off; inactive = mostly below about 18%;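 also: 0% = cells with DMSO and 100% = no-cell wells with DMSO; some compounds called inactive have numbers as strong as hits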
OPRM1-OPRD1 ag – OPRM1-OPRD1 heterodimerization agonism; cells, luminescence; hit rate 0.3% among 340,000; P35372+P41143; activation, % at 9.3 µM; in the data active = activation above about 18%;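 also: 0% = vehicle-treated cells and 100% = reference agonist; values of inactives mirror those of a sister screen read the other way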
Arrestin-AP2 inh – human beta-arrestin and AP2 interaction inhibition; hit rate 0.31% among 340,000; inhibition, % at 10 µM; FITC-arrestin peptide / GST-AP2 beads, flow cytometry; AP2 beta2 appendage carries R879A mutation;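 active = inhibition above a set limit, near 3 SD of compounds lacking own fluorescence, cut at about 54% in these data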;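 also: plate controls were DMSO wells for no effect and 5 µM unlabelled arrestin peptide for full effect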
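test system = AP2 appendage R879A on GSH beads | buffer or medium = PBS plus Tween 20 (0.05%) and BSA (0.1%) | incubation = 12 min plus 1 h, RT | detection = bead flow cytometry, FITC channel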
The depositor's hits bear a star; . = not tested or not shown. Rows are unselected. About 2.4% of those tested had a hit in this group.

The first four entries, to show the layout:
SMILES	V-ATPase pH	DAGLB inhibitor	HTR5A ag	MOR-DOR inv ag	PKA-R2B act	Pemphigus Ab inh	PKA-R1A act	HTR5A inv ctr	OPRM1-OPRD1 ag	Arrestin-AP2 inh
CC1=CC(C)(C)NC(=S)N1CCO	-0.1	-2.2	1.3	2.2	-10.0	106.3	1.6	-5.1	-0.4	-5.2
COc1ccc(OC)c(S(=O)(=O)CC(=O)c2cc3ccc(OC)cc3oc2=O)c1	9.0	4.1	-1.0	-4.7	6.7	.	6.3	-0.9	0.9	13.0
CCC(=O)N(CC(=O)Nc1sc(C)c(C)c1C(N)=O)C1CCCCC1	1.9	2.1	-0.8	6.7	-7.4	99.7	-2.1	-19.4	-1.2	2.3
O=C(COc1ccc2c(-c3ccccc3)cc(=O)oc2c1)NC1CCS(=O)(=O)C1 (stereo unspecified)	10.9	-3.1	-0.4	4.2	-5.1	103.2	-5.6	1.8	-0.8	13.8

Main list (from the top)
SMILES	V-ATPase pH	DAGLB inhibitor	HTR5A ag	MOR-DOR inv ag	PKA-R2B act	Pemphigus Ab inh	PKA-R1A act	HTR5A inv ctr	OPRM1-OPRD1 ag	Arrestin-AP2 inh
CC1=CC(C)(C)NC(=S)N1CCO	-0.1	-2.2	1.3	2.2	-10.0	106.3	1.6	-5.1	-0.4	-5.2
COc1ccc(OC)c(S(=O)(=O)CC(=O)c2cc3ccc(OC)cc3oc2=O)c1	9.0	4.1	-1.0	-4.7	6.7	.	6.3	-0.9	0.9	13.0
CCC(=O)N(CC(=O)Nc1sc(C)c(C)c1C(N)=O)C1CCCCC1	1.9	2.1	-0.8	6.7	-7.4	99.7	-2.1	-19.4	-1.2	2.3
O=C(COc1ccc2c(-c3ccccc3)cc(=O)oc2c1)NC1CCS(=O)(=O)C1 (stereo unspecified)	10.9	-3.1	-0.4	4.2	-5.1	103.2	-5.6	1.8	-0.8	13.8
COC(=O)C1=C[C@@H](C(=O)OC)[C@@H]2C3=C(C(=O)[C@@]2(C)NC(=O)c2ccccc2)[C@H](C)C(C(=O)OC)=C(C(=O)OC)[C@@H]3C1	-2.6	-1.1	6.6	7.3	-10.2	98.1	-8.7	-17.8	-1.2	-2.0
CCn1cc(C(=O)O)c(=O)c2cnc(N3CCN(C(=S)Nc4ccccc4Cl)CC3)nc21	0.4	3.6	4.7	5.7	-1.3	92.2	-7.9	-12.8	-1.1	-4.5
Cc1cc(=O)oc2cc(OCC(=O)Nc3nccs3)ccc12	1.4	-1.1	3.1	6.7	0.4	101.2	-2.5	-19.8	-1.3	-3.4
CN1CC2(C(=O)c3ccccc3)CN(C)CC(C(=O)c3ccccc3)(C1)C2	-1.4	0.9	3.2	-11.6	5.1	95.6	-5.0	-8.3	2.3	9.1
COc1ccc(CC(=O)NNc2ncnc3c2cnn3-c2ccc(C)cc2)cc1	-0.7	-0.4	5.4	12.9	5.8	109.7	-3.3	-27.6	-2.4	-9.5
CC(=O)c1c(C)[nH]c(C(=O)COC(=O)CN2C(=O)C3CCCCC3C2=O)c1C (stereo unspecified)	-3.3	1.0	-1.4	5.7	9.8	113.2	3.9	3.4	-1.3	-4.0
Oc1ccc(C(=S)N2CCCCC2)cc1Cl	-0.6	3.4	-0.1	9.6	-13.2	107.5	8.7	7.9	-2.1	1.2
COc1ccc2nc(NC(=O)CSc3nc(SC)ns3)sc2c1	1.2	0.5	2.2	-3.4	7.0	90.0	3.0	3.2	0.5	4.1
O=C(O)C1Cc2ccccc2CN1C(=O)COc1ccc(Br)cc1 (stereo unspecified)	-0.7	1.4	0.8	4.9	-8.4	100.7	-2.1	-2.2	-0.9	6.1
COc1cc(/C=C/C(=O)OCC(=O)Nc2c(C)n(C)n(-c3ccccc3)c2=O)cc(OC)c1OC	2.1	-1.1	9.1	18.5	-12.2	97.7	-6.1	-13.7	-4.6	-5.5
CCS(=O)(=O)N1N=C(c2cccs2)CC1c1cc2cc(C)ccc2nc1Cl (stereo unspecified)	-0.2	-4.7	-0.2	-1.0	2.5	104.4	-7.9	-0.9	0.2	-7.0
Cc1cc(-c2cc(-c3ccc(Cl)cc3)on2)nc(NC2CCCC2)n1	-1.6	-5.0	-3.0	-0.5	1.0	103.2	-10.8	5.1	0.1	0.4
COc1ccc(-n2c3c(c(=O)[nH]c2=O)C(NC(C)=O)(C(F)(F)F)C(=O)N3)cc1 (stereo unspecified)	1.4	-2.2	-0.2	3.0	6.4	117.6	-7.0	0.5	-0.6	-7.2
CC(C)=C1C2CCC1C(C(=O)NCCc1ccccc1)C2C(=O)O (stereo unspecified)	0.9	-1.5	-0.4	-6.9	7.2	93.5	-10.9	-10.6	1.3	24.6
CCN(CC)CCNC(=O)C1CCCCN1S(=O)(=O)c1cccc([N+](=O)[O-])c1 (stereo unspecified)	-0.6	-1.0	-1.8	5.0	-9.4	117.5	-17.1	4.4	-1.0	-14.6
CCOC(=O)C(Cc1ccccc1)C(=O)NCc1ccccc1 (stereo unspecified)	2.7	-4.8	1.1	8.1	0.2	106.2	8.1	-3.0	-1.6	-2.9
COc1ccc(S(=O)(=O)N(CCCN2CCCC2=O)Cc2cc3cc(C)c(C)cc3[nH]c2=O)cc1	-2.0	4.4	-0.4	15.7	-0.1	113.3	-5.5	0.8	-3.4	12.8
CCOC(=O)c1cnc2c(Cl)c(Cl)ccc2c1N1CCN(C)CC1	-0.6	-1.5	3.3	8.5	-1.4	107.9	-2.2	15.0	-1.7	0.4
Cc1nc2ccc(NS(=O)(=O)c3ccc(F)cc3F)cc2s1	-4.2	0.6	0.5	12.2	-7.7	97.2	-1.7	-1.6	-3.1	3.4
CCCC(=O)Nc1nnc(CCOC)s1	1.4	-1.9	-3.4	5.8	-1.1	81.3	-7.8	8.4	-0.9	-0.9
CC(=O)N1CCOc2ccc(S(=O)(=O)N3CCC(C(=O)Nc4ccc(C)c(C)c4)CC3)cc21	2.4	1.4	1.8	21.5	-4.8	.	-8.9	3.2	-4.2	-2.0
Cc1nc(-c2ccccc2)sc1C(=O)CSc1ccc(F)cc1	-1.6	-19.9	-2.9	2.1	0.6	98.2	-16.1	8.5	-0.4	-0.7
CCc1ccc(CN2C(=O)CCC2(C)C(=O)NC2CCCC2)cc1 (stereo unspecified)	-1.0	-1.5	-1.0	17.3	-0.2	96.3	9.3	2.6	-3.2	30.6
O=C(Nc1ccc(N2CCCCC2)cc1)c1cc([N+](=O)[O-])cc([N+](=O)[O-])c1	1.9	-1.8	-3.6	-33.1	-7.1	96.9	-2.4	10.1	4.7	3.4
Cc1ccc(NC(=O)CN2CCc3ccccc3C2)cc1	-1.4	-2.2	4.1	-8.9	-1.9	95.1	-16.4	9.3	1.8	-1.7
CCOC(=O)c1[nH]c(C)c(/C(O)=C2\C(=O)C(=O)N(CCN3CCOCC3)C2c2ccco2)c1C (stereo unspecified)	-2.7	-1.7	-0.8	13.3	-7.1	96.8	-0.3	-15.3	-2.7	30.7
COc1ccc(CCNC(=O)C/C(C)=N/NC(=O)c2cnccn2)cc1	2.5	2.9	-0.9	0.5	-0.4	99.0	-0.3	-1.1	-0.1	-7.6
O=C(O)CNC(=O)c1ccc(NC(=O)/C(=C/c2ccccc2)NC(=O)c2ccccc2Br)cc1	-1.4	3.9	0.6	17.0	-3.7	96.2	8.3	-2.3	-3.4	5.1
O=C(Nc1ncc2c(n1)CC(c1ccco1)CC2=O)c1ccco1 (stereo unspecified)	-2.7	-0.5	4.0	2.1	0.2	107.0	-2.1	-9.1	-0.4	6.2
CCCNC(=O)c1c(N)n(-c2cc(OC)cc(OC)c2)c2nc3ccccc3nc12	2.7	-0.7	6.3	-8.4	-7.8	96.0	-9.4	-26.9	1.4	1.9
c1ccc(-c2nnc(CSc3nc4ccccc4[nH]3)o2)cc1	-2.2	1.9	-3.7	6.2	-6.5	98.5	-4.2	4.6	-1.2	-4.1
CC1(C)CC(=O)C2=C(C1)N(c1cccnc1)C(N)=C(C#N)C2c1cccs1 (stereo unspecified)	4.2	1.6	-4.8	8.3	-10.9	94.3	-10.0	12.7	-1.4	-6.8
CCOc1cccc(C2C(C(=O)c3ccco3)=C(O)C(=O)N2Cc2ccncc2)c1 (stereo unspecified)	4.8	1.1	-0.5	2.6	1.3	91.6	-0.4	-1.3	-0.5	-1.3
CCOc1ccc(C(=O)NCC(=O)N2CCCC2)cc1	1.4	-3.4	10.2	0.4	-4.4	.	7.0	7.2	-0.1	6.1
Cc1ccc(OCCCCN2CCCCC2)c(Br)c1	-6.6	1.6	3.1	2.6	0.2	145.5	-0.2	-1.2	-0.5	12.9
CCN(C(=O)c1cc2c(=O)[nH]c3ccc(C)cc3c2s1)c1ccccc1F	-0.9	-1.0	1.5	-30.4	0.2	97.5	-2.7	-4.8	5.8	-0.2
CCN(CCCc1ccccc1)CCCc1ccccc1	-3.8	0.0	3.1	-3.5	11.5	102.2	-4.8	-4.6	0.6	19.5
C=CCc1ccc(OC(=O)NC2CCCCC2)c(OC)c1	-0.6	-6.2	-0.6	-5.7	0.0	107.9	-3.2	2.2	1.2	-5.4
O=C(NCCCN1CCCC1=O)C(=O)NCC1OCCN1S(=O)(=O)c1ccc(Cl)cc1 (stereo unspecified)	-3.1	-2.4	5.7	12.3	-9.8	95.8	1.2	-13.3	-2.2	26.2
O=Cc1ccc(C(=O)OCC(=O)NC(=O)Nc2ccccc2F)cc1	0.7	1.9	2.2	14.0	10.1	.	-2.5	-8.6	-2.9	-1.3
CCc1cc(C(=O)N2CCN(C(=O)c3ccco3)CC2)sc1C	6.0	1.4	-2.2	1.7	-0.9	102.4	9.7	6.6	-0.3	35.5
O=S(=O)(CCc1nc2ccccc2[nH]1)c1ccc(Cl)cc1	3.9	2.6	9.1	7.1	0.4	103.6	-6.2	11.1	-1.5	.
CCc1cc2cc(C)ccc2nc1SCC(=O)N1CC(=O)Nc2ccccc21	-1.7	2.1	4.6	5.1	-17.5	108.2	-0.8	-12.3	-1.0	-10.5
O=C1COc2ccc(C(=O)COC(=O)CNC(=O)c3ccco3)cc2N1	0.8	-1.3	4.5	11.1	-5.8	92.9	0.3	15.7	-2.4	7.8
O=C(Nc1cc(S(=O)(=O)N2CCOCC2)ccc1N1CCOCC1)c1cc(=O)[nH]c2ccccc12	2.2	-0.2	-4.7	11.2	12.9	79.4	3.0	12.8	-2.2	2.1
CCn1c(SCC(=O)NCCc2ccc(F)cc2)nnc1-c1cccs1	2.3	-0.7	-3.2	7.2	-2.3	84.2	-12.5	-4.7	-1.3	14.4
O=C(NCCc1ccc2c(c1)OCO2)C1CCN(S(=O)(=O)c2ccc(Cl)cc2)CC1	0.9	-2.0	7.8	-11.9	-7.1	103.5	-4.5	-20.5	1.9	1.6
O=C(NCc1nc2ccccc2[nH]1)C1=C[C@H](c2ccc(Br)cc2)C[C@H](OCc2ccc(CO)cc2)O1	-1.5	-1.0	16.9	-1.7	26.5*	95.0	35.3*	-49.7	0.3	10.7
